# Abeta rescue: restores growth of yeast expressing A-beta42 peptide; Potency, µM (highest dose often 46.1 µM), for the others: top-dose growth rescue, most hits filed as activators; yeast expressing A-beta42, growth rescue, OD600, 48 h; response scale: 0% DMSO, 100% iron-clioquinol control; AID 1347071; hit rate 0.063% among 410,000; further: nearly all actives have a fitted effect of over 55% in size
#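 Growth rescue measured by 600 nm absorbance after 48 h yeast culture at 30 C with compound. Values normalized between DMSO and an equimolar ferric chloride plus clioquinol control.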
# FUS yeast rescue: FUS proteinopathy suppression in yeast; S. cerevisiae FUS-expressing, growth rescue, OD600, 24 h; Potency, µM (series often up to 76.6 µM), for inactives: top-dose growth rescue (activation), usual class: activators; hit rate 0.24% among 390,000; AID 1347120;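 further: plate controls were DMSO vehicle for no effect and reference control for full effect; nearly all actives have a fitted effect of over 55% in size; some results filed as inactive show a strong effect at the top dose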
#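 Restored growth of FUS-toxic S. cerevisiae, read as 600 nm absorbance after 24 h at 30C in galactose medium (starting OD 0.005). Controls CP55940 and DMSO.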
# * marks the source's active call; other numbers are inactive results; ? = inconclusive; [ ] = remark or other dose. The call rests on the fitted dose curve; in most records, active means well fitted activation curve with a large enough effect; inconclusive means small, poorly fitted or top-dose-only effect; inactive means no such curve, though single readings can be large or run the other way. Potency means the concentration at half of the fitted maximal effect.
# Order of results: Abeta rescue	FUS yeast rescue
> Cc1ccc2nc(/C(C#N)=C/c3ccc(-c4cccc(Cl)c4)o3)[nH]c2c1
 : -11%	23%
> CC(C)Cc1nn2c(=O)cc(COC(=O)c3ccccc3NC(=O)C3CCCCC3)nc2s1
 : -12%	0%
> COc1ccc(OC)c(NC(=O)Cn2cc(S(=O)(=O)c3ccccc3)c(=O)c3cc(C)ccc32)c1
 : 9%	11%
> O=C(CCS(=O)(=O)c1ccc(Br)cc1)Nc1ccc(F)cc1F
 : -40%	3%
> COc1cc(Cl)c(C)cc1NC(=O)c1cnc(N2CCOCC2)c2ccccc12
 : -13%	-17%
> CCOc1ccc(CCNC(=O)CCc2c(C)nc3c4c(C)cc(C)nc4nn3c2C)cc1
 : -20%	-62%
> Nc1ncc(S(=O)(=O)NCc2ccccc2)cn1
 : -9%	-22%
> CCCCOc1c(Cl)cc(C(=O)N(Cc2ccc(C)o2)C2CCS(=O)(=O)C2)cc1Cl (centres undefined)
 : -14%	?
> COc1ccc(NC(=O)C2CCN(c3ccc(Sc4ccc(C)cc4)nn3)CC2)cc1
 : 1%	-30%
> CCC(C(=O)Nc1cccc(C#N)c1)n1c(=O)c(-c2ccccc2NC(C)=O)nc2ccccc21 (centres undefined)
 : -4%	?
> CCOC(=O)CSc1nc2sc3c(c2c(=O)n1-c1ccccc1)CCC(C(C)(C)C)C3 (centres undefined)
 : -13%	-2%
> Cc1ccc(NC(=O)Cn2c(=O)n(-c3ccc(Cl)c(Cl)c3)c(=O)c3c(C)c(C)sc32)c(C)c1
 : -7%	-15%
> Cc1cc(C)nc(-n2nc(C)c3c2N(Cc2ccccc2)C(=O)CC3c2ccc(Cl)cc2)n1 (centres undefined)
 : 2%	26%
> COc1ccc(CNC(=O)c2cc3cc(S(=O)(=O)N4CCCCC4)ccc3n2C)c(OC)c1
 : -9%	34%
> COC(=O)CC(=O)CSc1nc2cc(C(=O)NC(C)C)ccc2c(=O)n1CCc1ccccc1
 : -10%	43%
> CN1CCN(CCCNC(=O)Cn2c(-c3cccs3)cc3ccccc32)CC1
 : 16%	-1%
> CCc1ccc(-n2c(=O)c3sc4ccccc4c3n(CC(=O)NCc3ccccc3)c2=O)cc1
 : 3%	-18%
> COc1cc(C(=O)N2CCC(c3ccncc3)CC2)cc(OC)c1OC
 : -19%	-25%
> Cc1ccccc1CN1c2ccccc2-c2nc(SCC(=O)c3ccccc3)ncc2S1(=O)=O
 : 2%	-14%
> CC1CCN(S(=O)(=O)c2ccc3c(c2)CCN3)CC1
 : -15%	-5%
> CCOc1ccccc1CNC(=O)CCc1c(C)nn(-c2ccc(N3CCOCC3)nn2)c1C
 : -3%	40%
> CCc1nn(CC(=O)NC(C)c2ccccc2)c(=O)c2cc3sccc3n12 (centres undefined)
 : -16%	-29%
> Cc1cc(C)c(Cn2cnc3nc4c(cc3c2=O)CCCC4)c(C)c1
 : -16%	-4%
> CCc1ccc(CSc2nc(-c3ccccc3F)nc3c2Cc2c(CO)cnc(C)c2O3)cc1
 : 3%	-11%
> N#CC1=C(N)N(c2cccc(Cl)c2)C2=C(C(=O)CCC2)C1c1cc(CN2CCOCC2)cs1 (centres undefined)
 : -8%	-9%
> Cn1c(=O)c2sccc2n2c(CCCC(=O)Nc3ccc(Oc4ccc(Cl)cc4)cc3)nnc12
 : -10%	25%
> N#Cc1ccccc1OCC(=O)N1CCN(c2ccccc2)CC1
 : 3%	13%
> Cc1cc(C)cc(NC(=O)c2sc3nc[nH]c(=O)c3c2C)c1
 : -15%	1%
> CCN(CC)S(=O)(=O)c1ccc(C(=O)NCCSc2c(-c3ccc(OC)cc3)[nH]c3ccccc23)cc1
 : -5%	1%
> O=C(NCc1ccc(F)cc1)c1c(O)nc2ccccn2c1=O
 : -26%	13%
> O=C(NCCCN1CCN(c2ccccc2)CC1)c1nnc(Cc2c(F)cccc2Cl)o1
 : -14%	30%
> COc1ccc(NCc2nnc3n2CCCCC3)c(OC)c1
 : -13%	-13%
> O=C(NCCc1ccccc1)c1c2c(nc3ccccc13)C(=O)N(C1CCCCC1)C2
 : 5%	6%
> COC(=O)c1cc2sc(C)cc2n1Cc1cccc(OC)c1
 : -1%	16%
> CC(=O)N1CCCc2cc(S(=O)(=O)N3CCC(C(=O)NCCC(C)C)CC3)ccc21
 : 2%	3%
> Cn1c(=O)c2cc(C(=O)NCCCN3CCN(c4cccc(Cl)c4)CC3)sc2c2ccccc21
 : -7%	4%
> Cc1nc(C)c(CCNS(=O)(=O)c2ccc(F)cc2)s1
 : -14%	-24%
> Cc1ccc(-n2c(=O)c3ccc(C(=O)NCc4ccccc4Cl)cc3n(CC(=O)Nc3ccc(C)cc3C)c2=O)cc1
 : 0%	-4%
> COc1cc(NC(=O)COCc2cc(-c3ccc(F)cc3)on2)cc(OC)c1OC
 : 3%	22%
> CCOc1ccc(C(=O)Nc2ccc3nn(-c4ccc(OC)c(Cl)c4)nc3c2)cc1
 : -16%	7%
> COc1ccccc1CNC(=O)CN(c1ccccc1OC)S(C)(=O)=O
 : -17%	5%
> CCC(=O)Nc1ccc2nc(SCc3ccc(C)cc3)sc2c1
 : -8%	14%
> COc1cccc(CNC(=O)CCC(=O)N2CC(C)Sc3ccccc32)c1 (centres undefined)
 : 6%	2%
> CCCN(C(=O)Cn1cc(S(=O)(=O)N2CCN(c3ccccc3F)CC2)c2ccccc2c1=O)c1cccc(C)c1
 : 8%	20%
> CC(=O)N1c2ccc(S(=O)(=O)Nc3ccc(C)c(Cl)c3)cc2CC1C (centres undefined)
 : -11%	14%
> Cc1c(C(=O)NCc2ccccc2Cl)sc2nc3n(c(=O)c12)CCCC3
 : -12%	-30%
> Cc1cc(NC(=O)CCCn2c(C)c3cnn(-c4ccccc4)c(=O)c3c2C)ccc1Br
 : 24%	?
> O=C(CSc1nc2c(c(=O)[nH]1)CCCC2)Nc1cccc(O)c1
 : 0%	-20%
> Cc1cccc(-c2noc(-c3ccccc3OCC(=O)Nc3ccc([N+](=O)[O-])cc3)n2)c1
 : -19%	-3%
> CCC(=O)N1c2ccccc2CC1C(=O)NCc1ccc(N(C)C)cc1 (centres undefined)
 : -7%	-11%
> CCN(CCCNC(=O)c1ccc(Sc2ccc(C)cc2)c(NC(C)=O)c1)c1cccc(C)c1
 : -2%	34%
> CCCCn1c(=N)c(S(=O)(=O)c2ccccc2)cc2c(=O)n3cccc(C)c3nc21
 : 0%	6%
> COC(=O)c1ccccc1NC(=O)c1ccc2c(c1)CCN2S(=O)(=O)c1ccc(Cl)cc1
 : -2%	-2%
> Cc1ccc(NC(=O)c2cc(S(=O)(=O)NCCC3=CCCCC3)ccc2F)cc1C
 : -13%	16%
> CC(Oc1ccccc1)C(=O)Nc1ccccc1C(=O)OCc1cc(=O)n2nc(C3CC3)sc2n1 (centres undefined)
 : -12%	-13%
> Cc1ccc2oc(=O)c3cnn(CC(=O)Nc4ccc(Br)cc4C)c3c2c1
 : -14%	-32%
> COc1ccccc1OCC(=O)NCC1(N2CCOCC2)CCCCC1
 : -14%	-18%
> COc1ccc(NC(=O)CSc2nnc(-c3ccncc3)n2-c2ccccc2)cc1
 : -11%	-11%
> O=C(NCCc1ccc(Cl)cc1)c1ccc(CS(=O)(=O)Cc2ccc(F)cc2)o1
 : -13%	-21%
> Cc1ccc(NCc2cccn2-c2nnc(N3CCC(C(=O)NC(C)C)CC3)s2)cc1
 : -10%	22%

# (further entries)
# Order of results: Abeta rescue	FUS yeast rescue
> Cc1cccc(NC(=O)CSc2ncc3c(n2)-c2ccccc2N(Cc2ccc(F)cc2)S3(=O)=O)c1C
 : 8%	-8%
> Cc1ccc(C2=CC(c3c(F)cccc3Cl)n3ncnc3N2)cc1C (centres undefined)
 : 13%	24%
> CCS(=O)(=O)N1CCc2cc(C(=O)N3CCN(c4cccc(C(F)(F)F)c4)CC3)ccc21
 : -29%	?
> Cc1ccc(-c2nnc(Nc3cccc(Cl)c3)c3ccccc23)cc1S(=O)(=O)NCC1CCCO1 (centres undefined)
 : -4%	?
> CCOc1ccc(-c2nc(CSCC(=O)NCCc3ccccc3)c(C)o2)cc1
 : -2%	18%
> CCc1ccc(Oc2c(C(F)(F)F)oc3c(CN4CCN(CC)CC4)c(O)ccc3c2=O)cc1
 : -21%	24%
> CCOC(=O)c1cc(-c2ccccc2)n(CCC(=O)Nc2ccc(Cl)c(C(F)(F)F)c2)c1C
 : -2%	39%
> O=C(CSc1nc2c([nH]c3ccccc32)c(=O)n1-c1cccc(C(F)(F)F)c1)N1CCc2ccccc21
 : 5%	-16%
> O=C(NCc1ccccc1Cl)c1cc(-c2ccccc2)n[nH]1
 : 0%	0%
> CC(=O)Nc1cc(-c2ccccc2)nn1Cc1cccc(Cl)c1
 : 7%	9%
> Cc1cccc(N2CCN(C(=O)Cn3c(C)c4cnn(-c5ccccc5)c(=O)c4c3C)CC2)c1C
 : -10%	?
> COc1ccccc1NC(=O)Cn1c(=O)n(-c2cccc(Cl)c2)c(=O)c2c1c1cc(C)ccc1n2C
 : -13%	30%
> Cc1ccc(N2CCN(C(=O)CCc3c(C)nc4ncnn4c3C)CC2)c(C)c1
 : -18%	15%
> Cc1oc(-c2cccc(Cl)c2)nc1CN1CCC(C(=O)NCc2ccc(F)cc2)CC1
 : -14%	10%
> COc1ccc(CCNCc2c(C(=O)O)c(C)n(Cc3cccc(Cl)c3)c2C)c(OC)c1OC
 : 11%	9%
> Cc1ccc(C)c(CN2CCCN(Cc3ccccc3C)S2(=O)=O)c1
 : -1%	20%
> COc1ccc(NC(=O)/C=C\C(=O)N(c2ccc(C(C)C)cc2)C(C(=O)NCc2ccco2)c2ccc(F)cc2)cc1 (centres undefined)
 : -11%	?
> O=C(Cn1ncc2c3ccccc3n(Cc3ccccc3)c2c1=O)NC1CCCCCC1
 : -9%	-14%
> COc1ccc(Cl)cc1NC(=O)c1c(NCc2cccs2)sc2c1CCCC2
 : -3%	22%
> COCCCNC(=O)c1ccc(Cn2c(=O)c3ccccc3n(Cc3c(C)cc(C)cc3C)c2=O)cc1
 : -12%	-21%
> Cc1ccc(Cl)cc1N1CCN(C(=O)C2CCN(S(=O)(=O)Cc3ccccc3)CC2)CC1
 : -8%	14%
> CCOC(=O)c1cc(-c2ccc(OC)cc2)n(CCC(=O)Nc2ccccc2OC)c1C
 : -2%	?
> CCOC(=O)c1cc(-c2ccccc2)n(CCCC(=O)Nc2ccc(CC)cc2)c1C
 : -17%	27%
> COc1ccccc1-c1noc(CSc2nnc(Cc3ccccc3)n2-c2ccc(C)c(C)c2)n1
 : -1%	?
> CCCCNC(=O)c1cc(-c2cccnc2)nc2ccc(S(=O)(=O)NCCCC)cc12
 : 6%	27%
> CCOC(=O)c1c(C)oc2nc(C)nc(N(CC(C)C)CC(C)C)c12
 : -6%	-7%
> COc1cccc(NC(=O)Cc2ccc(NC(=O)N3CCCCc4ccccc43)cc2)c1
 : 0%	2%
> O=C(Cc1cccs1)NC1CC(=O)N(c2cccc(F)c2)C1 (centres undefined)
 : -4%	1%
> CCCN(CCC)S(=O)(=O)c1ccc2c(c1)N(CC(=O)NC(C)c1ccccc1)C(=O)CS2 (centres undefined)
 : 0%	?
> CCCCC(=O)OC1=C(C(C)=O)N(Cc2ccccc2)S(=O)(=O)c2ccccc21
 : -37%[inhibitor]	-1%
> Cc1ccc(Cn2nc(C)c(NC(=O)c3cc(-c4ccc(F)cc4)on3)c2C)cc1
 : 2%	12%
> Cc1ccc(-n2nc3c(N4CCC(C(=O)NC(C)C)CC4)nnc(C)c3c2C)cc1
 : -19%	-4%
> CC(C)OCCCNC(=O)c1cn(C)c2ccc(S(=O)(=O)N3CCCCCC3)cc2c1=O
 : -16%	7%
> Cc1ccc(CN2C(=O)c3ccccc3Sc3ccc(C(=O)NC4CCCC4)cc32)cc1
 : 2%	-2%
> COC(=O)c1ccccc1NC(=O)c1ccc2nc(CCc3ccccc3)oc2c1
 : -21%	-9%
> Cc1ccc(-c2c(C(=O)Nc3ccc(F)c(F)c3)oc(=O)c3ccccc23)cc1
 : -8%	-11%
> Cc1ccc(C)c(N2C(=O)N(Cc3ccccc3C)c3ccccc3S2(=O)=O)c1
 : -6%	44%
> Cc1ccc(OCC(=O)N(Cc2ccco2)Cc2ccc(C)o2)cc1
 : -3%	21%
> CCn1c(=O)c2sccc2n2c(CCCC(=O)N3CCN(c4cc(Cl)ccc4C)CC3)nnc12
 : -6%	-13%
> O=C1CN(C(=O)c2ccc(Cl)cc2Cl)C(c2ccc(F)cc2)c2cc(F)ccc2N1 (centres undefined)
 : 6%	-14%
> CC(C)Oc1ccc(C(=O)Nc2ccc(-c3nc4ccccc4s3)cc2)cc1
 : -12%	-14%
> COc1ccc(OC)c(S(=O)(=O)NCCS(=O)(=O)N2CCN(c3ccccc3F)CC2)c1
 : -2%	24%

# Part of the list above, tab-delimited:
Compound	Abeta rescue	FUS yeast rescue
CCc1nn(CC(=O)NC(C)c2ccccc2)c(=O)c2cc3sccc3n12 (centres undefined)	-16%	-29%
COc1ccc(CNC(=O)c2cc3cc(S(=O)(=O)N4CCCCC4)ccc3n2C)c(OC)c1	-9%	34%
Cc1ccc(C2=CC(c3c(F)cccc3Cl)n3ncnc3N2)cc1C (centres undefined)	13%	24%
Cc1c(C(=O)NCc2ccccc2Cl)sc2nc3n(c(=O)c12)CCCC3	-12%	-30%
COc1cc(Cl)c(C)cc1NC(=O)c1cnc(N2CCOCC2)c2ccccc12	-13%	-17%
Cn1c(=O)c2sccc2n2c(CCCC(=O)Nc3ccc(Oc4ccc(Cl)cc4)cc3)nnc12	-10%	25%
CCCN(CCC)S(=O)(=O)c1ccc2c(c1)N(CC(=O)NC(C)c1ccccc1)C(=O)CS2 (centres undefined)	0%	?

# Some of the compounds tested. The share of hits here may be higher or lower than overall.
